V1aR counter: counter-screen for oxytocin receptor agonists: human V1a receptor agonists | P37288 | CHO-V1R cells, Fluo-8 calcium fluorescence, agonist mode; 0% DMSO, 100% 3 nM vasopressin | activation, % at 3 µM | 320,000 tested, 0.25% active | AID 2797;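 active = activation above the mean activation of all tested compounds plus 3 SD, per screening run, cut at about 20% in these data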;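 also: signal is peak over basal fluorescence ratio across a 100 second FLIPR read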
Target sequence (P37288 whole entry, looked up): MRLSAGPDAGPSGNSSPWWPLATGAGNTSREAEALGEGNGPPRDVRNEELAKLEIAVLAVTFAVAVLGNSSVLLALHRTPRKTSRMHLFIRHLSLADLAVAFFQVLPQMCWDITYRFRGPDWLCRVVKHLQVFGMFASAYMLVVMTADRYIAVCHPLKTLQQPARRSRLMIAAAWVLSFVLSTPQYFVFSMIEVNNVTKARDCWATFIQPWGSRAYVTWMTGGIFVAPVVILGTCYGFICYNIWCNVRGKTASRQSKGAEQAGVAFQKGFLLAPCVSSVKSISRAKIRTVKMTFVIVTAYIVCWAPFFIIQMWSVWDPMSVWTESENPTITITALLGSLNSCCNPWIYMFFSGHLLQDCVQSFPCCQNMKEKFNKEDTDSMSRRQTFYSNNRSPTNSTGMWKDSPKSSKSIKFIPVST
GPR7 antagonist: human neuropeptides B/W receptor 1 antagonism; P48145; GPR7-expressing cells, fluorescence antagonist assay; inhibition, % at 4.4 µM; 290,000 tested, 1.1% active; in the data active = inhibition above about 16%, passing the limit was not always enough;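 also: cells stimulated with the agonist NPW; 0% = agonist with vehicle and 100% = vehicle without agonist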
Target sequence (P48145 whole entry, looked up): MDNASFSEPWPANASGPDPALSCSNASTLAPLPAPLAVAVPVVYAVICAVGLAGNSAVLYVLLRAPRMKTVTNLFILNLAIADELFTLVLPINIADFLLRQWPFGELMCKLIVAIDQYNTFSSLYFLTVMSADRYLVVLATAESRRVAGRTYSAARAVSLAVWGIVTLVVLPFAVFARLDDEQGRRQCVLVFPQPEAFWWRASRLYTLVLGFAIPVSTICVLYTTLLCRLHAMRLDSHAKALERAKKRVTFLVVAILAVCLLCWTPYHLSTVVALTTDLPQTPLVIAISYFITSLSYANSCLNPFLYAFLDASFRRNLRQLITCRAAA
MEKK2 WT-MEK5: raises or lowers MEK5 binding to wildtype human MEKK2 PB1 domain | Q9Y2U5 | bead flow cytometry, Alexa488-MEK5 binding to MEKK2 WT; actives lie on both sides | binding response (% of control), % at 10 µM | 290,000 tested, 1.1% active | AID 1531; in the data active = binding response below about 67% or above about 130%
MEKK3 PB1 HTS: raises or lowers MEK5 binding to the human MEKK3 PB1 domain; Q99759; bead-based flow cytometry, Alexa488-MEK5 binding to MEKK3; actives lie on both sides; 0 = blocked by unlabeled MEK5, 100 = vehicle; binding response (% of control), % at 10 µM; 290,000 tested, 1.4% active; AID 1529;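 active = binding response more than 3 SD above or below the average of its plate-row segment, actives on both sides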;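 also: Alexa488 bead fluorescence after subtracting the streptavidin-only scavenger bead signal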
PHOSPHO1 block: PHOSPHO1 (human) inhibition; Q8TCT1; recombinant PHOSPHO1, absorbance phosphatase assay; inhibition, % at 13.3 µM; 290,000 tested, 1.1% active; AID 1565; in the data active = inhibition above about 60%
GalR3 antagonist: human GalR3 antagonism; O60755; HEK293 GalR3-CNG cAMP membrane potential fluorescence; galR3 body fused to GalR1 C-terminus; inhibition, % at 3 µM; 360,000 tested, 0.44% active; AID 651719;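 active = inhibition above the screen-wide average plus 3 SD, cut at about 13% in these data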;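 also: forskolin and galanin both at EC90 stimulate the cells; cAMP rise reported by CNG channel membrane potential dye signal; 0% = forskolin plus galanin with DMSO and 100% = forskolin alone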
OXTR ag: activates the human oxytocin receptor. P30559. CHO-OTR cells, Fluo-8 calcium fluorescence; normalized: DMSO 0%, oxytocin 100%. activation, % at 3 µM. 320,000 tested, 0.32% active. AID 2435;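 active = activation above the mean of all tested compounds plus 3 SD, cutoff set per screening run, cut at about 20% in these data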;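 also: peak over basal fluorescence ratio from a 100 s FLIPR kinetic read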
MEKK2 mut-MEK5: signal of MEK5 binding to mutant human MEKK2 PB1 domain; bead flow cytometry, Alexa488-MEK5 binding to MEKK2 mutant; 290,000 tested, 0.35% active; AID 1530; percent response, % at 10 µM; in the data active = percent response above about 24%, passing the limit was not always enough; also: inactives centre near 1; some results filed as inactive read as strong as hits; reference of the scale not given here
NALP1 inh: inhibitors of NALP1 inflammasome in yeast; inhibition, % at 10 µM; 280,000 tested, 0.61% active; S. cerevisiae NALP1/ASC/caspase-1 growth, X-gal OD620, 72 h; AID 2071; in the data active = inhibition mostly above about 24%, no sharp cut-off; inactive = mostly below about 32%; also: some compounds called inactive have numbers as strong as hits
* marks the source's active call; other numbers are inactive results; · = no result given; [ ] = dose if it differs, or a comment.

1) CCOc1ccc(N(CC(=O)NCc2ccccc2Cl)S(=O)(=O)c2c(C)noc2C)cc1
2) CN(CC(=O)Nc1ccccc1Br)C(=O)c1ccccc1-c1nc2ccccc2s1
3) O=C(CNc1cc(S(=O)(=O)N2CCOCC2)ccc1N1CCCC1)N1CCc2ccccc21
4) Cc1ccc(N2C(=O)c3cccc4c(N)ccc(c34)C2=O)c2cccnc12
5) O=C(O)CS/C(=C\c1ccc(F)cc1)c1nc2ccccc2s1
6) Cc1ccc(-c2nc(C#N)c(NCc3cccc4c3OCO4)o2)cc1
7) Cc1ccccc1/C=C1\CCCc2ccccc2C1=O
8) O=C(O)c1cccc(-n2cccc2/C=C\[N+](=O)[O-])c1
9) O=C(Nc1ccccn1)C1CCCN1S(=O)(=O)c1ccc(Cl)cc1 (configuration not stated)
10) O=C(CCc1c[nH]c2ccccc12)N1CCCC1

Screen / compound no.	1	2	3	4	5	6	7	8	9	10
MEKK2 WT-MEK5	95	104	76	103	69	80	96	100	107	101
MEKK2 mut-MEK5	6	1	-15	7	-13	-17	2	8	5	-2
GPR7 antagonist	9	13	-13	19*	-3	1	-18	-12	-15	-8
OXTR ag	0.8	-2.5	-2.4	133*	-1.6	-0.6	-2.0	1.1	-0.1	1.9
MEKK3 PB1 HTS	99	102	87	98	72	70*[inhibitor]	106	101	100	100
PHOSPHO1 block	49	27	20	30	21	-2	2	-20	32	18
NALP1 inh	-7	22	-1	·	11	34	12	3	21	10
GalR3 antagonist	4	-1	2	19*	·	-10	-7	2	-1	-8
V1aR counter	2.7	-1.2	0.1	139*	-1.4	-0.6	-1.3	0.6	-0.3	0.3

Record cards, from the list above. Order of screens: MEKK2 WT-MEK5 | MEKK2 mut-MEK5 | GPR7 antagonist | OXTR ag | MEKK3 PB1 HTS | PHOSPHO1 block | NALP1 inh | GalR3 antagonist | V1aR counter
`Cc1ccccc1/C=C1\CCCc2ccccc2C1=O` as listed: 96 | 2 | -18 | -2.0 | 106 | 2 | 12 | -7 | -1.3
`Cc1ccc(-c2nc(C#N)c(NCc3cccc4c3OCO4)o2)cc1` as listed: 80 | -17 | 1 | -0.6 | 70*[inhibitor] | -2 | 34 | -10 | -0.6
`CCOc1ccc(N(CC(=O)NCc2ccccc2Cl)S(=O)(=O)c2c(C)noc2C)cc1` as listed: 95 | 6 | 9 | 0.8 | 99 | 49 | -7 | 4 | 2.7
`Cc1ccc(N2C(=O)c3cccc4c(N)ccc(c34)C2=O)c2cccnc12` as listed: 103 | 7 | 19* | 133* | 98 | 30 | · | 19* | 139*
`O=C(CNc1cc(S(=O)(=O)N2CCOCC2)ccc1N1CCCC1)N1CCc2ccccc21` as listed: 76 | -15 | -13 | -2.4 | 87 | 20 | -1 | 2 | 0.1

(listing goes on)
11) c1ccc2c(c1)C(=NC1CCCCC1)NC2=NC1CCCCC1
12) Nc1ccc(S(=O)(=O)c2ccccc2)nc1
13) Cc1ccc(C(=O)NC(=S)Nc2cccc3c(C)cc(C)nc23)cc1
14) CC(=O)c1ccc(NC(=O)C2Cc3ccccc3CN2C(=O)c2ccccc2)cc1 (configuration not stated)
15) CCOC(=O)c1ccc(Nc2nc(C)cc(C)n2)cc1
16) COc1ccc(NC(=O)[C@@H]2CC=C[C@@H]3CCN(C4CCCCC4)C(=O)[C@@H]32)cc1
17) COC(=O)N/N=C\c1cc2c(cc1Br)OCO2
18) N=c1ccn(Cc2c(Cl)cccc2Cl)cc1
19) CC(C(=O)O)c1ccc(N2Cc3ccccc3C2=O)cc1 (configuration not stated)
20) COC(=O)c1c(N)c(C#N)c(C)n1-c1ccccc1

Screen / compound no.	11	12	13	14	15	16	17	18	19	20
MEKK2 WT-MEK5	145*	105	94	118	101	100	102	107	100	100
MEKK2 mut-MEK5	23	3	-8	16	4	2	1	6	-2	3
GPR7 antagonist	25	-12	-10	3	3	·	-12	-10	-3	-3
OXTR ag	12	0.6	3.3	-0.4	·	-2.0	-0.8	5.2	-0.7	-0.8
MEKK3 PB1 HTS	113	102	98	105	102	104	102	102	104	99
PHOSPHO1 block	17	46	6	-21	24	·	6	28	4	1
NALP1 inh	13	-1	0	31	5	·	12	-12	17	-8
GalR3 antagonist	-10	-5	-4	-4	-10	5	-1	7	-2	3
V1aR counter	15	0.5	0.5	1.5	·	-0.8	0.5	0.8	-0.2	-0.6

21) CN(C)c1ncnc2c1NC1=C(S2)C(=NCCCC(=O)O)CC(C)(C)C1
22) Nc1nnc(SCc2ccccc2Cl)s1
23) O=C(Nc1nc2ccccc2[nH]1)C12CC3CC(CC(C3)C1)C2
24) Cc1ccc(N2C(=O)c3ccccc3C(C)(C)C2=O)cc1
25) CCOc1ccc(N/C=C/C(=O)c2ccccc2)c([N+](=O)[O-])c1
26) CCn1cc(Br)c(C(=O)Nc2cccc(Cl)c2)n1
27) O=S(=O)(c1ccccc1)n1ccc2ccccc21
28) CC(C)Sc1nc2ccc(Br)cc2[nH]1
29) COc1cc2c(cc1OC)C(C)N(C(=O)CCN1C(=O)C3C4C=CC(C4)C3C1=O)CC2 (configuration not stated)

Screen / compound no.	21	22	23	24	25	26	27	28	29
MEKK2 WT-MEK5	102	104	118	107	118	-5.0*[inhibitor]	90	90	102
MEKK2 mut-MEK5	5	1	10	6	25	-39	-12	-8	3
GPR7 antagonist	-8	-10	-9	-11	5	0	-17	-10	1
OXTR ag	0.4	1.4	-0.8	-0.7	-1.0	0.5	-1.6	-2.5	1.0
MEKK3 PB1 HTS	101	104	105	109	103	0.0*[inhibitor]	86	96	101
PHOSPHO1 block	87*	-74	-6	·	16	-17	-10	32	-18
NALP1 inh	-12	-2	14	·	51*	23	3	-2	5
GalR3 antagonist	-2	·	-6	-5	-2	-1	0	0	-2
V1aR counter	1.0	0.5	1.0	-0.5	1.3	-1.1	-1.3	0.1	0.8

Shown with two lines to a compound: entries from further up
Value order: MEKK2 WT-MEK5, MEKK2 mut-MEK5, GPR7 antagonist, OXTR ag, MEKK3 PB1 HTS, PHOSPHO1 block, NALP1 inh, GalR3 antagonist, V1aR counter
(28) CC(C)Sc1nc2ccc(Br)cc2[nH]1
 : 90, -8, -10, -2.5, 96, 32, -2, 0, 0.1
(26) CCn1cc(Br)c(C(=O)Nc2cccc(Cl)c2)n1
 : -5.0*[inhibitor], -39, 0, 0.5, 0.0*[inhibitor], -17, 23, -1, -1.1
(23) O=C(Nc1nc2ccccc2[nH]1)C12CC3CC(CC(C3)C1)C2
 : 118, 10, -9, -0.8, 105, -6, 14, -6, 1.0
(29) COc1cc2c(cc1OC)C(C)N(C(=O)CCN1C(=O)C3C4C=CC(C4)C3C1=O)CC2 (configuration not stated)
 : 102, 3, 1, 1.0, 101, -18, 5, -2, 0.8
(25) CCOc1ccc(N/C=C/C(=O)c2ccccc2)c([N+](=O)[O-])c1
 : 118, 25, 5, -1.0, 103, 16, 51*, -2, 1.3
(24) Cc1ccc(N2C(=O)c3ccccc3C(C)(C)C2=O)cc1
 : 107, 6, -11, -0.7, 109, ·, ·, -5, -0.5

Screening results: PubChem BioAssay, several laboratories

Not a hit list; any-hit rate near 5.4%.
